PriA SSB inh = K. pneumoniae PriA-SSBct interaction inhibition. AlphaScreen SSBct-PriA binding, biotinylated peptide. inhibition, % at 33 µM. 430,000 compounds, 0.6% hits. AID 1272365; in the data active means inhibition mostly above about 37%, no sharp cut-off; inactive means mostly below about 20%;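 further: plate controls were negative control peptide for no effect and reference peptide for full effect; strong numbers were not always called active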
TcdB inh = blocks C. difficile toxin B glycohydrolase activity. P18177. TcdB glycohydrolase enzymatic assay, plate reader. inhibition, % at 9.99 µM. 350,000 compounds, 0.24% hits. AID 652162; in the data active means inhibition above about 10%
BH1578 lux ind = quorum light induction in luxS cqsA deficient V. cholerae; V. cholerae BH1578 lux reporter, luminescence, 6 h; activation, % at 18.7 µM; 350,000 compounds, 0.16% hits; in the data active means activation mostly above about 9.7%, no sharp cut-off; inconclusive means no clear call, values can overlap the other calls; inactive means mostly below about 3.7%; further: not every result past the cut was called active; inactives centre near 0; reference of the scale not given here
PrPC TRFRET = cell surface PrPC inhibition, primary TR-FRET screen; 370,000 compounds, 0.43% hits; P04156; inhibition, % at 13.8 µM; TR-FRET read-out; in the data active means inhibition above about 24%; further: 0% = median of the test wells and 100% = reference compound wells
Y pestis TopoI = Y. pestis Topo-I inhibition via cleavage products; Y. pestis Topo-I cleavage product accumulation, plate reader; activity, % at 10 µM; 360,000 compounds, 0.064% hits; AID 504884; in the data active means activity above about 50%, passing the limit was not always enough; inconclusive means no clear call, values can overlap the other calls; further: inactives centre near 2
Anthrax LF prot = inhibitors of Bacillus anthracis lethal factor protease. P15917. multiplex microsphere protease cleavage assay, LF. AID 588501. inhibition, % at 10 µM. 360,000 compounds, 0.12% hits; further: plate controls were buffer without enzyme for full effect and enzyme alone for no effect
Target sequence (P15917 whole entry, looked up): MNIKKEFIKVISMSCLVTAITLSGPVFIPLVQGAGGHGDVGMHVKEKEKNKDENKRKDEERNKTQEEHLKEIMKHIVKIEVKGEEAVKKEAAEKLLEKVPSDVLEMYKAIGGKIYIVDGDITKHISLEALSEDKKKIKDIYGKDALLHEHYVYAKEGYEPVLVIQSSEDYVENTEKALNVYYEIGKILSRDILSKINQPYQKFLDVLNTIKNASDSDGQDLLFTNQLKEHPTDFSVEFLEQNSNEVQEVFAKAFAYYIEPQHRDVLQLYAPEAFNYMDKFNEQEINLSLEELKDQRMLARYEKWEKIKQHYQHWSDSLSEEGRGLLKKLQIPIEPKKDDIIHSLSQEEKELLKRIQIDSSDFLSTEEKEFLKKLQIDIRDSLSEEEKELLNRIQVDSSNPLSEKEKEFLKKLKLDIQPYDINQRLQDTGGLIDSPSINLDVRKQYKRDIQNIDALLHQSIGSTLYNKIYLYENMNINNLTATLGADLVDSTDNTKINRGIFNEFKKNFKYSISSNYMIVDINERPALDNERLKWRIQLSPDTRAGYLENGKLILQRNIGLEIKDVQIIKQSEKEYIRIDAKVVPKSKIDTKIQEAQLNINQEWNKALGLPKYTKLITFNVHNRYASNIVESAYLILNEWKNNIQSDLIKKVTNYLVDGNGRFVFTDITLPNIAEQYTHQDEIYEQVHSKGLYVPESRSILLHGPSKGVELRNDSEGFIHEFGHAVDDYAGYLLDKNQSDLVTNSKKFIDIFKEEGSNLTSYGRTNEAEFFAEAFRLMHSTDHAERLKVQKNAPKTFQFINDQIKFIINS
PfHsp40 yeast = rescue of PfHsp40-mediated yeast toxicity. S. cerevisiae expressing PfHsp40, growth rescue, ATP luminescence. 340,000 compounds, 0.68% hits. growth rescue, % at 12.5 µM; in the data active means growth rescue above about 28%, passing the limit was not always enough; inconclusive means no clear call, values can overlap the other calls;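 further: yeast W303a lacking pdr1 and pdr3 grown in galactose medium; growth measured after three days at 30 °C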
3CLpro inhibitor = SARS-CoV 3CLpro protease inhibition. P0C6X7. recombinant SARS-CoV 3CLpro, quenched FRET peptide cleavage. inhibition, % at 6 µM. 290,000 compounds, 0.14% hits. AID 1706; in the data active means inhibition above about 12%
BoNT A protease = inhibitors of Botulinum neurotoxin A light chain protease; multiplex microsphere protease substrate cleavage, flow cytometry; 360,000 compounds, 0.17% hits; AID 588499; inhibition, % at 10 µM; further: plate controls were buffer without enzyme for full effect and enzyme alone for no effect
Starred values were filed as active, the others as inactive. Unless noted, no stated cut-off is given here; in the data, active means inhibition above about 30%; inconclusive means no clear call, values can overlap the other calls; inactive means below that.

Results for COc1ccc(-c2csc(C(O)(c3ccccc3)C(F)(F)F)n2)cc1 (stereo not given) ?
TcdB inh: 0.8; BH1578 lux ind: 0.0; PrPC TRFRET: 3.0; Y pestis TopoI: 1.5; Anthrax LF prot: -2.7; BoNT A protease: 0.1

What do the screens show for `COc1ccc(CC(=O)OC(C)CN2CCCCC2)cc1` (stereo not given)?
PriA SSB inh: 9.7; TcdB inh: 0.0; BH1578 lux ind: -0.5; PrPC TRFRET: 2.7; Y pestis TopoI: 4.1; Anthrax LF prot: -4.5; PfHsp40 yeast: 0.7; 3CLpro inhibitor: 4.8; BoNT A protease: -0.3

What do the screens show for `O=C(O)Cc1ccc(C(=O)c2ccc(Cl)cc2)s1`?
PriA SSB inh: -16.6; BH1578 lux ind: -1.4; PrPC TRFRET: -16.5; Y pestis TopoI: 7.3; Anthrax LF prot: -2.8; PfHsp40 yeast: 7.4; 3CLpro inhibitor: -2.8; BoNT A protease: -0.3

How did CCOC(=O)c1ccc(S(=O)(=O)n2c(CN3CCCCC3)nc3ccccc32)cc1 do in these assays?
PriA SSB inh: -3.2; BH1578 lux ind: -1.3; PrPC TRFRET: -0.5; Y pestis TopoI: 21.4; Anthrax LF prot: 1.7; PfHsp40 yeast: -1.0; 3CLpro inhibitor: 1.7; BoNT A protease: -0.5

What do the screens show for `Cc1cc(=O)oc2c3c(cc(OCC(=O)NCCN4CCOCC4)c12)OC(C)(C)CC3`?
PriA SSB inh: 8.4; TcdB inh: 2.3; BH1578 lux ind: -0.4; PrPC TRFRET: -2.4; Y pestis TopoI: 3.4; Anthrax LF prot: 1.9; PfHsp40 yeast: 0.2; 3CLpro inhibitor: 1.7; BoNT A protease: -0.4

Results for CCNC(=O)Cc1ccc(S(=O)(=O)N2CCOCC2)s1 ?
PriA SSB inh: 7.0; TcdB inh: -0.5; BH1578 lux ind: -1.6; PrPC TRFRET: 2.6; Y pestis TopoI: -7.1; PfHsp40 yeast: -0.6

How did CCC(C(=O)NC1CCCCC1)N(Cc1cccs1)C(=O)c1snc(C(N)=O)c1N (stereo not given) do in these assays?
PriA SSB inh: -2.5; TcdB inh: 1.2; BH1578 lux ind: inactive; PrPC TRFRET: -0.1; Y pestis TopoI: 11.1; Anthrax LF prot: 1.0; PfHsp40 yeast: -0.9; 3CLpro inhibitor: 4.4; BoNT A protease: 0.0

How did CC(C)CCn1c(N2CCC(C(N)=O)CC2)nc2c1c(=O)[nH]c(=O)n2C do in these assays?
PriA SSB inh: -5.5; TcdB inh: 0.4; BH1578 lux ind: -0.2; PrPC TRFRET: 3.5; Y pestis TopoI: 4.3; Anthrax LF prot: -3.1; PfHsp40 yeast: -0.9; 3CLpro inhibitor: -1.1; BoNT A protease: 0.0

Results for CC(C)c1nc(-c2ccc([N+](=O)[O-])cc2)cs1 ?
PriA SSB inh: 12.7; BH1578 lux ind: inactive; PrPC TRFRET: 2.1; Y pestis TopoI: 0.2; Anthrax LF prot: -1.0; PfHsp40 yeast: -1.8; 3CLpro inhibitor: 1.3; BoNT A protease: 0.5

How did Cc1cccc(NC(=O)CSc2nnc(C)c(=O)n2N)c1C do in these assays?
PriA SSB inh: 2.4; TcdB inh: -0.9; BH1578 lux ind: -0.1; PrPC TRFRET: 2.6; Y pestis TopoI: -2.9; Anthrax LF prot: -0.6; PfHsp40 yeast: -1.1; 3CLpro inhibitor: 3.3; BoNT A protease: -0.4

Results for CN(c1ccc(F)cc1)S(=O)(=O)c1ccc(Cl)c(C(=O)NCC(c2ccco2)N2CCCCC2)c1 (stereo not given) ?
PriA SSB inh: 2.7; TcdB inh: 0.9; BH1578 lux ind: -0.5; PrPC TRFRET: 4.4; Y pestis TopoI: 21.5; PfHsp40 yeast: 1.2

How did Cc1ccc(NC(=O)c2ccccc2)cc1 do in these assays?
PriA SSB inh: -3.2; BH1578 lux ind: 0.4; PrPC TRFRET: -8.3; Y pestis TopoI: -14.5; Anthrax LF prot: -0.7; PfHsp40 yeast: -1.4; 3CLpro inhibitor: -0.3; BoNT A protease: 0.2

What do the screens show for `CC(C)Oc1cccc(NC(=O)C2(C)CCCN(C)C2)c1` (stereo not given)?
TcdB inh: 0.0; BH1578 lux ind: -4.5; PrPC TRFRET: -5.7; Y pestis TopoI: -5.0; Anthrax LF prot: 2.7; BoNT A protease: -0.4

Results for COc1ccc(-c2c(C#Cc3ccsc3)c3cc(-c4cccc5[nH]ccc45)ccc3n2C)cc1 ?
PriA SSB inh: 0.8; TcdB inh: -2.4; BH1578 lux ind: inactive; PrPC TRFRET: 11.5; Y pestis TopoI: -12.7; Anthrax LF prot: 7.7; PfHsp40 yeast: 1.2; BoNT A protease: 0.2

How did C=CCOC(=O)/C=C/C(=O)NC(N)=O do in these assays?
PriA SSB inh: -2.6; TcdB inh: -3.1; BH1578 lux ind: -1.0; PrPC TRFRET: 7.8; Y pestis TopoI: 3.4; Anthrax LF prot: -6.0; PfHsp40 yeast: -1.1; 3CLpro inhibitor: -4.5; BoNT A protease: -2.3

Results for COc1ccc(S(=O)(=O)N2CCCCCC2)cc1C(=O)Nc1cccc(C)n1 ?
PriA SSB inh: -9.1; TcdB inh: 0.2; BH1578 lux ind: -0.3; PrPC TRFRET: 8.7; Y pestis TopoI: 2.3; Anthrax LF prot: -0.6; PfHsp40 yeast: -0.5; 3CLpro inhibitor: -4.7; BoNT A protease: -1.1

What do the screens show for `Cc1ccc(COC(=O)NCc2cccnc2)cc1`?
PriA SSB inh: 2.9; TcdB inh: -0.2; BH1578 lux ind: -1.3; PrPC TRFRET: 1.4; Y pestis TopoI: -15.8; Anthrax LF prot: -3.6; PfHsp40 yeast: -1.6; 3CLpro inhibitor: 2.8; BoNT A protease: -1.6

How did COc1ccc(NC(=O)CSc2nc3[nH]c(=O)cc(O)c3s2)c(OC)c1 do in these assays?
PriA SSB inh: -4.7; TcdB inh: 0.3; BH1578 lux ind: 0.8; PrPC TRFRET: -0.2; Y pestis TopoI: -5.4; Anthrax LF prot: -5.1; PfHsp40 yeast: 0.1; BoNT A protease: -0.5

How did COc1ccc(C(=O)NCCC2=CCCCC2)cc1OC do in these assays?
PriA SSB inh: -6.4; BH1578 lux ind: -0.4; PrPC TRFRET: 1.8; Y pestis TopoI: 1.7; Anthrax LF prot: -0.8; PfHsp40 yeast: 0.7; 3CLpro inhibitor: 0.1; BoNT A protease: 0.1

How did O=C(NCC(c1cccs1)N1CCOCC1)c1ccc(Cl)s1 (stereo not given) do in these assays?
PriA SSB inh: -13.2; BH1578 lux ind: -0.4; PrPC TRFRET: 5.6; Y pestis TopoI: 5.5; Anthrax LF prot: -0.1; PfHsp40 yeast: -2.2; 3CLpro inhibitor: 10.1; BoNT A protease: -0.4

What do the screens show for `Nc1nc(CSC(=S)N2CCOCC2)nc(Nc2ccccc2)n1`?
PriA SSB inh: 5.8; BH1578 lux ind: -1.7; PrPC TRFRET: -8.0; Y pestis TopoI: -3.3; Anthrax LF prot: 1.7; PfHsp40 yeast: -1.4; 3CLpro inhibitor: 4.9; BoNT A protease: 0.9

Results for CC(=O)c1cccc(N(CC(=O)N2CCCCC2)S(C)(=O)=O)c1 ?
PriA SSB inh: -2.8; BH1578 lux ind: -0.8; PrPC TRFRET: -1.3; Y pestis TopoI: 5.4; Anthrax LF prot: -2.4; PfHsp40 yeast: -0.1; 3CLpro inhibitor: -3.0; BoNT A protease: inconclusive

What do the screens show for `CC(=O)Nc1ccc(S(=O)(=O)NCCN2CCOCC2)cc1`?
PriA SSB inh: -9.9; BH1578 lux ind: -2.0; PrPC TRFRET: -0.7; Y pestis TopoI: -5.5; Anthrax LF prot: 0.2; PfHsp40 yeast: -1.0; 3CLpro inhibitor: 2.7; BoNT A protease: 0.2

How did CN(C(=O)Cn1nnc(-c2ccccc2)n1)C1CCS(=O)(=O)C1 (stereo not given) do in these assays?
PriA SSB inh: -3.4; TcdB inh: -0.4; BH1578 lux ind: inactive; PrPC TRFRET: -2.6; Y pestis TopoI: -2.9; Anthrax LF prot: -0.7; PfHsp40 yeast: 2.6; BoNT A protease: 3.6

What do the screens show for `CCc1ccc(OCC(=O)NNC(=O)c2ccc(NC(=O)C3CC3)cc2)cc1`?
PriA SSB inh: 4.1; BH1578 lux ind: -0.2; Y pestis TopoI: 3.5; Anthrax LF prot: 1.0; PfHsp40 yeast: -1.0; 3CLpro inhibitor: 1.6; BoNT A protease: -2.9

What do the screens show for `O=C1C=C(c2ccc(F)cc2OCc2ccccc2)C[C@@H](c2ccc(Cl)cc2)C1`?
PriA SSB inh: -12.0; TcdB inh: 0.3; BH1578 lux ind: 9.1; PrPC TRFRET: -3.9; Y pestis TopoI: 9.2; Anthrax LF prot: -3.5; PfHsp40 yeast: -0.8; BoNT A protease: 0.6

Results for COc1ccc(S(=O)(=O)N2CCOCC2)cc1NC(=O)CSc1ncccn1 ?
PriA SSB inh: -2.8; TcdB inh: 0.0; BH1578 lux ind: -3.4; PrPC TRFRET: -4.8; Y pestis TopoI: -0.2; Anthrax LF prot: -3.3; PfHsp40 yeast: 0.0; BoNT A protease: -0.6

What do the screens show for `O=C1Nc2cc(Cl)cnc2N2CCCC12` (stereo not given)?
PriA SSB inh: 4.1; TcdB inh: 0.1; BH1578 lux ind: -0.3; PrPC TRFRET: 4.8; Y pestis TopoI: -3.3; Anthrax LF prot: -9.1; PfHsp40 yeast: -0.7; 3CLpro inhibitor: -0.2; BoNT A protease: -0.7

How did COC(=O)c1ccc(C(c2c(N)n(Cc3ccccc3)c(=O)n(C)c2=O)N2CCOCC2)cc1 (stereo not given) do in these assays?
PriA SSB inh: -1.7; BH1578 lux ind: inactive; PrPC TRFRET: 7.0; Y pestis TopoI: 0.5; Anthrax LF prot: -0.5; PfHsp40 yeast: 0.6; 3CLpro inhibitor: -1.7; BoNT A protease: 1.0

How did O=C(CCNS(=O)(=O)c1ccccc1F)OCc1ccccc1Cl do in these assays?
PriA SSB inh: -2.9; TcdB inh: 0.5; BH1578 lux ind: inactive; PrPC TRFRET: 4.9; Y pestis TopoI: 3.2; Anthrax LF prot: -8.5; PfHsp40 yeast: -0.1; BoNT A protease: -0.3

How did CS/C(=C/[N+](=O)[O-])Nc1cccc2c1C(C)CC2(C)C (stereo not given) do in these assays?
PriA SSB inh: -11.4; TcdB inh: 0.6; BH1578 lux ind: inactive; PrPC TRFRET: 5.7; Y pestis TopoI: 1.5; Anthrax LF prot: -1.4; PfHsp40 yeast: -1.2; 3CLpro inhibitor: 1.8; BoNT A protease: 0.3

How did OCCOCCn1c(-c2ccccc2)nc(=S)c2c1CCCC2 do in these assays?
PriA SSB inh: -4.7; TcdB inh: 0.6; PrPC TRFRET: -9.8; Y pestis TopoI: 3.9; Anthrax LF prot: -2.5; PfHsp40 yeast: -0.5; BoNT A protease: -0.1

How did C/C(=N\N=C(c1ccccc1)c1ccccc1)c1ccco1 do in these assays?
BH1578 lux ind: 1.2; Y pestis TopoI: 5.4; Anthrax LF prot: -4.3; PfHsp40 yeast: -0.5; 3CLpro inhibitor: 3.2; BoNT A protease: -0.7

What do the screens show for `CS(=O)(=O)NCCCc1ccccc1`?
PriA SSB inh: -0.6; BH1578 lux ind: inactive; PrPC TRFRET: -2.7; Y pestis TopoI: 1.3; Anthrax LF prot: -1.3; PfHsp40 yeast: 1.9; 3CLpro inhibitor: 8.4; BoNT A protease: -0.1

How did CCN(CC(=O)Nc1ccc(OC)cc1)CC(=O)Nc1cccc(S(=O)(=O)N2CCOCC2)c1 do in these assays?
TcdB inh: 0.5; BH1578 lux ind: -0.7; PrPC TRFRET: -2.5; Y pestis TopoI: 10.4; Anthrax LF prot: 2.7; BoNT A protease: 0.1

Results for Cc1ccc(CNC(=O)CCc2ccccc2)cc1 ?
PriA SSB inh: -14.8; TcdB inh: -0.7; BH1578 lux ind: -0.6; PrPC TRFRET: -0.6; Y pestis TopoI: 0.9; Anthrax LF prot: -0.2; PfHsp40 yeast: 0.2; 3CLpro inhibitor: 0.5; BoNT A protease: -0.6

From PubChem

Only part of the results is shown; the hit share may differ from the screen's.
